Source: PubChem BioAssay
S1P4 agonist: S1P4 receptor agonists, primary screen, cell-based; Sphingosine 1-phosphate receptor 4 (Homo sapiens), O95977; S1P4-expressing cell line, agonist reporter assay; activation, % at 4.98 µM; 0.35% of 220,000 active; AID 1509, 2009; in the data active = activation above about 11%;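 note: 0% = DMSO vehicle and 100% = reference agonist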
Mdm2 ligase inh: MDM2-luciferase reporter signal enhancers, primary screen, MDM2 E3 ligase inhibitor project, cell-based, luminescence, 1536-well; E3 ubiquitin-protein ligase Mdm2 (Homo sapiens), Q00987; cell-based MDM2 ubiquitination luciferase reporter, 2 h; 0 = plate control, 100 = twice control, blank-subtracted; signal enhancement, % at 5 µM; 0.11% of 210,000 active;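 active = signal enhancement of 30% or more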;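 note: luminescence tracks abundance of the self-degrading MDM2-luciferase fusion protein; higher signal means inhibition of MDM2 E3 ligase activity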
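Test system: mammalian cells stably expressing self-ubiquitinating, self-degrading MDM2 E3–luciferase fusion; Amount: 2000 cells in each well; Medium: DMEM; Schedule: 4 h settle plus 2 h compound, 37 °C; Technique: SteadyLite luciferase luminescence after 15 min room-temperature reagent incubation; Benchmarks: plate control and blank wells.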
BaF3 parental: parental Ba/F3 cell viability inhibition, counter-screen for JAK2V617F inhibitor project, murine pro-B, CellTiter-Glo luminescence; CellTiter-Glo ATP luminescence; AID 1486, 2009; inhibition, % at 5.6 µM; 1.1% of 220,000 active;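 active = inhibition above a per-campaign cutoff, the mean inhibition of all tested compounds plus 3 SD, cut at about 27% in these data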;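 note: 0% = DMSO wells and 100% = JAK Inhibitor I control wells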
PERK inh: block of dimerizer-induced PERK translation repression, primary screen, PERK inhibitor project, CHO PERK-DD cells, SEAP luminescence, HTS; CHO PERK-DD fusion, SEAP luminescence translation reporter; inhibition, % at 5.6 µM; 0.17% of 220,000 active; AID 1416, 2008;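 active = inhibition above the mean inhibition of all tested compounds plus 3 SD, set separately per screening campaign, cut at about 2.9% in these data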;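 note: PERK kinase domain activated by AP20187 dimerizer at 100 nM; 0% = DMSO with dimerizer and 100% = rapamycin at 8.4 µM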
Target sequence (Q9NZJ5 whole entry, looked up, the tested form may be a part): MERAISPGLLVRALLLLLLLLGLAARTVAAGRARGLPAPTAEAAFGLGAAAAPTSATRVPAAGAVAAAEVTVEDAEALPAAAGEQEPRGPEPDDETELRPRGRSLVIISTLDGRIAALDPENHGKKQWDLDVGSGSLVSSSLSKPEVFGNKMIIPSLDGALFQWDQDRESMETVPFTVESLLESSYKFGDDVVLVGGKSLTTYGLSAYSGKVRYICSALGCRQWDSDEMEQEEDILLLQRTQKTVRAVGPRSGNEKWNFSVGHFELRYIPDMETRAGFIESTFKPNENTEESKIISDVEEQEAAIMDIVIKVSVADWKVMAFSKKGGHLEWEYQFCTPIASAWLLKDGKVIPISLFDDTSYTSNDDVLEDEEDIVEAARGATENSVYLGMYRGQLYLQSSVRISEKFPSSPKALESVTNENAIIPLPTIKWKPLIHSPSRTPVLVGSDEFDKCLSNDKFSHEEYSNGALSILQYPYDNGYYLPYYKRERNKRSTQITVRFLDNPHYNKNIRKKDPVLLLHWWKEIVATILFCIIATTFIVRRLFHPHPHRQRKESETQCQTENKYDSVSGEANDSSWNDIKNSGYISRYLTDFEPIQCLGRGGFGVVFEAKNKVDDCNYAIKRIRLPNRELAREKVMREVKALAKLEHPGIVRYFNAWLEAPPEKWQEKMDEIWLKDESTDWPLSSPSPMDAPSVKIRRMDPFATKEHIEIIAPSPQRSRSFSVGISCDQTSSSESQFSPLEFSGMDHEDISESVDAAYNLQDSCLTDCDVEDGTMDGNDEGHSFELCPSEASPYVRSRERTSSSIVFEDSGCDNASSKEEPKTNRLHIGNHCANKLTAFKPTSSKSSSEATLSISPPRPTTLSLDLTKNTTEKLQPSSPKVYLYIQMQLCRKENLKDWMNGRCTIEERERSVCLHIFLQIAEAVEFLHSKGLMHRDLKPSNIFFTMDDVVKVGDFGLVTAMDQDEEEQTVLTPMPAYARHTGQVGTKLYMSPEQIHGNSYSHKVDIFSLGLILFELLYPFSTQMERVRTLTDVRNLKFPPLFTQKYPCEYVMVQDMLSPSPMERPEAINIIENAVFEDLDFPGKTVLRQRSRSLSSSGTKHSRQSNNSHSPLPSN
Ba/F3 V617F tox: reduced viability of JAK2V617F-dependent Ba/F3 cells, primary screen, JAK2V617F inhibitor project, cell-based, Ba/F3 EpoR-JAK2V617F, luminescence; ATP luminescence; inhibition, % at 5.6 µM; 1.1% of 220,000 active; AID 1446, 2008;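 active = inhibition above the campaign mean plus 3 SD over all tested compounds, cut at about 24% in these data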;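 note: cytokine-independent growth of Ba/F3 cells driven by EpoR plus mutant JAK2; 0% = DMSO-treated cells and 100% = JAK inhibitor I control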
eIF4E-4G inh: eIF4E–eIF4G protein interaction inhibitors, primary screen, biochemical, uHTS, TR-FRET, eIF4GI fragment | Eukaryotic translation initiation factor 4E (Mus musculus) + Eukaryotic translation … | TR-FRET eIF4E-eIF4GI(517-606) binding, 2 h | inhibition, % at 21.7 µM | 0.37% of 220,000 active | AID 782, 2007;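 active = inhibition above about 30%, limit read from the data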;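 note: 0% = full FRET control wells and 100% = background wells lacking eIF4GI fragment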
Wee1 degr inh: Wee1 degradation inhibitors, primary screen, cell-based, HeLa, Wee1K328M-luciferase, luminescence; AID 1321, 2008; reporter increase, % at 5 µM; HeLa Luc-Wee1K328M stability; 100% = proteasome inhibitor MG132 effect; 1.2% of 220,000 active;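 active = activation above the mean of all tested compounds plus 3 SD, set per screening run, cut at about 8.8% in these data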;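 note: cells exposed to compound for 20 h before luminescence read; 0% = DMSO alone and 100% = MG132 at 30 µM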
S1P4 antag: S1P4 receptor antagonists, primary screen, cell-based | inhibition, % at 4.98 µM | S1P4-expressing cells, antagonist mode, reporter read-out | 0.26% of 220,000 active | Sphingosine 1-phosphate receptor 4 (Homo sapiens), O95977; in the data active = inhibition above about 29%;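 note: 0% = wells stimulated with agonist and 100% = vehicle wells without agonist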
NPY2 pot ag: NPY-Y2 potentiators or agonists, primary screen, cell-based; 0.45% of 220,000 active; Neuropeptide Y receptor type 2 (Homo sapiens), P49146; activation, % at 3.6 µM; AID 1359, 2008; cells expressing NPY-Y2, potentiator/agonist read-out; in the data active = activation above about 27%;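 note: cells stimulated with NPY near EC25 plus isoproterenol at EC100; 0% = vehicle plus submaximal agonist and 100% = vehicle plus saturating agonist; some results beyond the cut were filed as inactive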
* = called active by the depositor; / = not tested or not shown; [ ] = another dose, or the depositor's remark. Rows were taken by chance; about 4.1% have a hit in one of these screens.

SMILES	S1P4 agonist	Mdm2 ligase inh	BaF3 parental	PERK inh	Ba/F3 V617F tox	eIF4E-4G inh	Wee1 degr inh	S1P4 antag	NPY2 pot ag
COc1ccccc1NS(=O)(=O)c1cc(NC(=S)Nc2cc(C)cc(C)c2)ccc1Cl	-1.2	/	7	-0.7	3	6	2	-23	-2
CN(CP(=O)(O)C(O)c1ccccc1)S(C)(=O)=O (centres undefined)	0.2	-13	0	0.1	-1	1	1	-10	7
Oc1ccc(N2CCN(c3ncnc4sc5c(c34)CCC5)CC2)cc1	0.3	-15	6	-1.2	-1	-5	-4	-4	-8
COc1ccc(C(CC(=O)Nc2cc([N+](=O)[O-])ccc2OC)c2ccccc2)cc1 (centres undefined)	-0.3	-5	11	-0.6	9	2[fluorescence artefact?]	-2	-5	-7
O=C(NCCCn1ccnc1)c1nn2c(C(F)(F)F)cc(-c3ccccc3)nc2c1Cl	-1.0	-4	9	-1.1	4	-3	-2	16	-12
CCN(CC)CCCNc1cc2n(c(=O)n1)CCc1cc(OC)c(OC)cc1-2	1.3	-7	1	0.5	2	3	4	9	-7
CN(Cc1cccs1)c1nc(-c2cccnc2)nc2ccccc12	2.5	-8	9	-0.2	1	3	-4	-1	-12
Cc1ccc(NC(=O)[C@@H]2CCCN2S(=O)(=O)c2ccccc2F)cc1S(=O)(=O)N1CCOCC1	1.0	-3	4	-0.2	4	-1	0	-8	-3
O=C(O)CC(Cc1ccc(Br)cc1)C(=O)O (centres undefined)	-0.4	-13	3	0.8	-1	-2	-3	6	-5
CN(c1cccc(NC(=O)COc2ccccc2)c1)S(C)(=O)=O	-2.5	-17	0	0.3	-2	-3	4	-14	-8
CC1Cc2ccccc2N1C(=O)c1ccc(N2CCCCC2)c([N+](=O)[O-])c1 (centres undefined)	-0.1	-11	6	0.1	1	7[fluorescence artefact?]	-2	-7	10
O=C(CSc1nc2c([nH]c3ccccc32)c(=O)n1-c1ccc(F)cc1)NCc1ccco1	0.1	0	4	-0.6	0	2	6	-2	-28
CN1CCN(CC(O)COc2ccc(OCC(O)CN3CCN(C)CC3)cc2)CC1 (centres undefined)	-0.3	16	0	1.4	-3	-2[fluorescence artefact?]	-3	-4	5
CCOc1cc(C2C3=C(CC(C)(C)CC3=O)OC3=C2C(=O)CC(C)(C)C3)cc([N+](=O)[O-])c1O	1.5	7	5	0.1	3	-3	3	-26	-3
COc1cc(N/N=C/c2ccccc2O)ncn1	-0.1	3	4	-0.5	-1	-17	5	-14	5
COc1cccc(/C=C/C(=O)Nc2ccc(N3CCOCC3)cc2)c1OC	-0.1	/	3	0.3	-2	-6	1	3	-11
O=C(CCN1CCOCC1)c1ccc(Cl)cc1	-1.1	-3	0	0.3	-5	-2	-3	-15	-10
N#C/C(=C(/O)COC(=O)c1ccc2c(c1)OCCO2)c1nc2ccccc2[nH]1	-0.7	-18	0	0.7	-4	-9	-1	-7	14
Cc1cccc(N=Nc2c(N)n[nH]c2-c2ccc(Cl)cc2)c1	3.7	-9	6	1.7	0	-4	0	-6	25
Cc1ccc(C)n1-c1nccc(-c2ccco2)n1	3.4	2	4	0.2	-1	0	1	-14	-1
CCCn1c(SCC(=O)Nc2nnc(C)s2)nnc1-c1ccoc1C	0.5	-3	5	-0.7	0	-2	1	2	5
O=C(CSc1nnc(-c2c[nH]c3ccccc23)n1-c1ccc(F)cc1)NCc1ccco1	-0.8	-5	93*	1.1	0	5	0	2	-6
O=C1c2cccc3cccc(c23)C(=O)N1CCN1CCN(CC(O)COc2ccccc2)CC1 (centres undefined)	-1.5	-16	0	-0.4	-1	1	-2	6	16
Cc1ccc(-n2c(C)cc3c2CC(C)(C)CC3=O)cc1C	1.6	-12	4	0.4	-3	-6	-2	-13	6
CCOc1ccc(C2C(C(=O)c3ccc(C)o3)=C(O)C(=O)N2CCN2CCOCC2)cc1OC (centres undefined)	3.6	-19	3	2.2	-2	3	-2	-5	2
Nc1cc(N)cc(C(=O)OCC(=O)Nc2cc(S(=O)(=O)N3CCCCC3)ccc2Cl)c1	-0.6	-14	6	0.9	1	-4	1	-30	-19
Cc1ccc(S(=O)(=O)N2CCCC2C(=O)NCCc2nc3ccccc3[nH]2)cc1 (centres undefined)	-0.8	0	5	-0.6	1	3	-1	-12	-18
Cc1cc(C)cc(C(=O)NCC(=O)OCC(=O)N2c3ccccc3NC(=O)C2(C)C)c1	1.2	-3	0	0.5	-3	14	-3	-12	0
CC(C)n1c(SCC(N)=O)nc2c1c(=O)[nH]c(=O)n2C	0.3	-1	2	0.0	-2	-3	0	4	4
COc1cc(SC)ccc1C(=O)Nc1ccncc1	3.9	-12	-2	-0.6	-1	2	-2	1	8

Random excerpt: 2 compounds from above
SMILES	S1P4 agonist	Mdm2 ligase inh	BaF3 parental	PERK inh	Ba/F3 V617F tox	eIF4E-4G inh	Wee1 degr inh	S1P4 antag	NPY2 pot ag
O=C1c2cccc3cccc(c23)C(=O)N1CCN1CCN(CC(O)COc2ccccc2)CC1 (centres undefined)	-1.5	-16	0	-0.4	-1	1	-2	6	16
CCOc1ccc(C2C(C(=O)c3ccc(C)o3)=C(O)C(=O)N2CCN2CCOCC2)cc1OC (centres undefined)	3.6	-19	3	2.2	-2	3	-2	-5	2

Other records follow:
SMILES	S1P4 agonist	Mdm2 ligase inh	BaF3 parental	PERK inh	Ba/F3 V617F tox	eIF4E-4G inh	Wee1 degr inh	S1P4 antag	NPY2 pot ag
COc1ccc(-n2nc3cc(C)c(NC(C)=O)cc3n2)cc1	0.9	-56	4	0.0	-2	3	12*	-22	4
NC(=O)C1CCN(C(=O)CN2CCc3ccccc32)CC1	0.4	-12	8	1.6	1	0	-3	-12	12
C=CCn1c(SCC(=O)NCc2cccs2)nnc1C1CCCCC1	0.0	11	7	-0.5	2	-5[fluorescence artefact?]	-2	-12	-8
Cc1cc(Nc2ccccc2Cl)n2nnnc2n1	6.3	-9	5	0.1	3	2	7	10	1
CCOC(=O)C1=C(C)OC(N)=C(C#N)C1c1ccc(O)c(OC)c1 (centres undefined)	-5.9	-7	2	-0.4	-2	-4	0	0	-3
COc1ccc(C(=O)C2CCCN(Cc3cccn3-c3nccs3)C2)cc1OC (centres undefined)	-0.6	-3	-3	-1.2	1	0	-1	16	-15
COc1ccc2c(=O)cc(-c3ccccc3F)oc2c1	-0.2	-12	3	0.7	-3	2	9.4*	14	-19
O=C(CCc1nc2ccccc2s1)Nc1cccnc1	0.5	-10	-2	0.2	-1	7	-2	-10	-2
CC[n+]1c(/C=C2\C=C(C)CC(C)(C)C2)sc2ccccc21	2.2	-17	60*	0.8	56*	0[fluorescence artefact?]	-2	5	-9
COc1ccc2c(c1OC)C(=O)OC2Nc1nc(-c2cc3cc(Br)ccc3oc2=O)cs1 (centres undefined)	0.3	/	-3	0.8	2	-2	2	-17	-11
O=C1c2ccccc2C(=O)N1CCCN1CCN(CCCN2C(=O)c3ccccc3C2=O)CC1	0.1	/	4	-0.4	3	/	3	-2	-6
O=C(CN1C(=O)NC2(CCCc3ccccc32)C1=O)N1CCc2ccccc2C1 (centres undefined)	0.4	-24	2	-1.0	-6	2[fluorescence artefact?]	-1	7	5
C[n+]1cccc2c(Br)ccc([O-])c21	0.9	0	0	2.6	-3	7	0	0	9
COc1cccc(NC(=O)N2CCN(S(C)(=O)=O)CC2)c1	2.2	-11	6	1.8	5	4	2	-16	-9
COc1ccc(C(NC(=O)c2ccco2)c2ccc(OC)c(OC)c2)cc1OC	-1.0	8	2	-0.1	-2	-4[fluorescence artefact?]	0	-15	-7
CC1=NN(C(=O)c2nn(C)cc2Br)C(O)(C(F)(F)F)C1 (centres undefined)	0.0	-1	0	0.2	0	0	-1	-2	8
O=C(c1cccc(S(=O)(=O)N2CCCCCC2)c1)N1CCN(c2ccccc2)CC1	-0.5	-12	5	0.3	-1	3	1	-15	-1
Cc1ccsc1C(=O)Nc1ccc(C(=O)O)cc1	1.1	-4	8	1.1	2	3	-1	-5	-3
Cc1c(C(=O)NCc2ccc(S(N)(=O)=O)cc2)oc2ccc(Cl)cc12	2.8	-11	2	1.1	4	4	2	-26	5
Cc1ccc(-c2nn(C)c(=O)c3ccccc23)cc1CNC(=O)NC1CCCCC1	-0.2	-2	0	-0.3	1	4	-2	4	-4
CC(CCc1ccco1)NC(=O)Cn1ncc2c(=O)oc3ccccc3c21 (centres undefined)	-0.1	-13	4	-0.5	-3	0	-2	-65	11
CCn1c(C)nc2cc(C(=O)NNC(=S)Nc3ccccc3Cl)ccc21	-1.9	-11	3	0.9	-3	0	2	-9	-16
Cc1ccc(CO/N=C\Cc2snc(Sc3ncc(C(F)(F)F)cc3Cl)c2C#N)cc1	-1.1	-15	3	0.2	0	-11	-2	2	5
COc1ccc2c(-c3cccnc3)cc(=O)[nH]c2c1	1.5	-14	4	0.1	-3	5	0	-15	6
CCOC(=O)Cc1nc(-c2ccc(Cl)cc2)n[nH]1	0.2	-10	8	0.1	1	1	-2	-20	8
Cc1cc(C(=O)CSc2nnnn2C)c(C)n1CCc1ccc(Cl)cc1	-0.9	6	-1	0.1	2	-3	3	-2	-10
Cc1onc(-c2c(Cl)cccc2Cl)c1C(=O)NC(=S)N1CCOCC1	-0.1	-4	2	0.8	-2	-1	-3	8	-10
O=S(=O)(NCC(O)c1ccccc1)c1ccc(-c2ccccn2)s1 (centres undefined)	1.4	4	-1	0.4	-1	-1	-1	-2	3
O=C(Nc1nnc(COc2ccccc2)s1)C1CCN(S(=O)(=O)c2ccc(Cl)cc2)CC1	1.7	-16	3	0.0	5	1[fluorescence artefact?]	1	-2	-9
O=[N+]([O-])c1c(NCCCO)cc(Sc2nc3ccccc3s2)c2nonc12	0.1	-3	2	-0.1	4	8[fluorescence artefact?]	2	-7	-27
COc1ccc(-c2cc(=O)oc3cc(OCC(=O)c4cccc([N+](=O)[O-])c4)ccc23)cc1	2.0	-6	-6	0.1	3	24[fluorescence artefact?]	0	-2	3
S=c1[nH]cc(-c2ccc(Cl)cc2)n1-c1ccccc1	0.3	-3	5	1.5	0	-2	0	-5	-4
CC(C)(C)c1ccc(OC2=CS(=O)(=O)c3ccccc32)cc1	1.2	-30	6	0.3	-1	15	2	0	5
O=C(OCn1ncc(Br)c(Br)c1=O)c1ccccc1Cl	-1.0	14	37*	-1.9	40*	-29[fluorescence artefact?]	-2	48*	-1
Cc1cccnc1NC(=S)NC(=O)/C=C/c1ccco1	2.2	-5	4	-1.0	-1	-2	2	-7	1
O=C(NCCCc1nc2ccccc2[nH]1)c1ccc(F)cc1	0.1	-6	6	0.2	-2	2	-6	-12	-10
Cn1c(=O)oc2cc(S(=O)(=O)N3CCC(C(=O)N4CC=C(c5ccccc5)CC4)CC3)ccc21	-3.0	-14	7	-0.1	0	0	-1	-8	5
